# Mm-Cpn inhibitor: Inhibitors of TCP-1 ring complex (TRiC) of Methanococcus maripaludis (MmCpn): qHTS; Chaperonin Mm-Cpn (Methanococcus maripaludis); actives 0.031% (n = 330,000); purified Mm-Cpn ATPase, ADP Transcreener TR-FRET; Potency, µM (highest dose often 76.9 µM), inactives show at the top dose activity, negative = inhibition, actives largely listed as inhibitors; also: potency is read from the fitted curve at half-maximal effect; % is scaled to controls: 0 for no effect and ±100 for the full control effect; nearly all actives have a fitted effect of over 80% in size
#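 Measured: ADP formation by purified Mm-CPN. Conditions: 25 nM protein, 10 uM ATP, Tris pH 7.4 with Mg2+, K+ and DTT, 37°C for 30 min. Detection: Transcreener HTRF after 30 min at room temperature.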
# PTHR1 ag: qHTS for PTHR1 Agonists: Primary Screen; HEK293 GP2 PTHR1 cells, GloSensor cAMP luminescence, 1 h; Potency, µM (titrated, usually from 115 µM), for inactives: at the top dose activation, most hits filed as activators; Parathyroid hormone/parathyroid hormone-related peptide receptor (Homo sapiens), Q03431; actives 0.075% (n = 410,000); also: potency is read from the fitted curve at half-maximal effect; nearly all actives have a fitted effect of over 55% in size; some results filed as inactive show a strong effect at the top dose; inactives centre near -15; many of its hits are not listed in these tables
# Target sequence (Q03431 whole entry, looked up): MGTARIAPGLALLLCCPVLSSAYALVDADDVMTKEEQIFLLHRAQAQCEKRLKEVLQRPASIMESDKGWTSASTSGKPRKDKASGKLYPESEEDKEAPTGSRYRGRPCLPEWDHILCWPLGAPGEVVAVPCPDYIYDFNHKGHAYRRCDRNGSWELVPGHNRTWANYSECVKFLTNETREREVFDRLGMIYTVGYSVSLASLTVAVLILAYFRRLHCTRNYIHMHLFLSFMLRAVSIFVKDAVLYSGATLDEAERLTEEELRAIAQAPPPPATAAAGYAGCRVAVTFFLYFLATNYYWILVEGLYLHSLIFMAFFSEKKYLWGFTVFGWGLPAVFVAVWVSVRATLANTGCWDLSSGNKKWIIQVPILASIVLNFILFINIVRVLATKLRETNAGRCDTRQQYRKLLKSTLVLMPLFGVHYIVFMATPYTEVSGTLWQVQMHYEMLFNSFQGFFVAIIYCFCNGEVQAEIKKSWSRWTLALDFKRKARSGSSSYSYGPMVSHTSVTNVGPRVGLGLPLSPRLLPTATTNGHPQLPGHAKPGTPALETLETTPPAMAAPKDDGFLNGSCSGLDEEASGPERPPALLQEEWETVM
#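 HEK-293-derived GP2 cells expressing PTHR1 and a GloSensor cAMP reporter, 3,000/well, plated overnight, given luciferin plus IBMX (each 0.5 mM as added) for 1 h at 37 °C, then compound for 1 h at 37 °C. Luminescence was read after 15 min at room temperature.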
# Abeta yeast res: qHTS for compounds that reverse cellular toxicity of Amyloid beta (A-beta) peptide in yeast: Primary Screen; AID 1347071, 2019; actives 0.063% (n = 410,000); Potency, µM (doses to about 46.1 µM), for inactives: at the top dose growth rescue, hits mostly activators; yeast expressing A-beta42, growth rescue, OD600, 48 h; response scale: 0% DMSO, 100% iron-clioquinol control; also: potency is read from the fitted curve at half-maximal effect; nearly all actives have a fitted effect of over 55% in size
#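 Yeast A-beta toxicity model in growth medium with pinned compounds, 48 h at 30 C; growth read as absorbance at 600 nm. Normalized to FeCl3/clioquinol equimolar mix (positive) and DMSO (negative).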
# FUS suppressor: qHTS for Suppressors of FUS Proteinopathy: Primary screen using FUS-linked yeast assay. S. cerevisiae FUS-expressing, growth rescue, OD600, 24 h. Potency, µM (highest dose often 76.6 µM), without a hit: at the highest dose growth rescue (activation), most hits filed as activators. actives 0.24% (n = 390,000). AID 1347120, 2019;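 also: potency is read from the fitted curve at half-maximal effect; plate controls were DMSO vehicle for no effect and reference control for full effect; nearly all actives have a fitted effect of over 55% in size; some results filed as inactive show a strong effect at the top dose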
#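 Steps: raffinose overnight preculture; dilution to OD 0.005 in 2% galactose minimal medium; compound addition (concentration series); 24hr at 30C, 99% humidity; absorbance read at 600 nm.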
# GLP1R inv ag: qHTS of GLP-1 Receptor Inverse Agonists (Inhibition Mode) | HEK293 GLP-1R CRE-luciferase, luminescence, 24 h; GLP-1R form is constitutively active | actives 1.6% (n = 410,000) | AID 624417, 2012 | Potency, µM (top dose mostly 38.3 µM), without a hit: at the highest dose activity change, negative = inhibition, most hits filed as inhibitors | Glucagon-like peptide 1 receptor (Homo sapiens), P43220; also: potency is read from the fitted curve at half-maximal effect; % is scaled to controls: 0 for no effect and ±100 for the full control effect; nearly all actives have a fitted effect of over 55% in size
# Target sequence (P43220 whole entry, looked up): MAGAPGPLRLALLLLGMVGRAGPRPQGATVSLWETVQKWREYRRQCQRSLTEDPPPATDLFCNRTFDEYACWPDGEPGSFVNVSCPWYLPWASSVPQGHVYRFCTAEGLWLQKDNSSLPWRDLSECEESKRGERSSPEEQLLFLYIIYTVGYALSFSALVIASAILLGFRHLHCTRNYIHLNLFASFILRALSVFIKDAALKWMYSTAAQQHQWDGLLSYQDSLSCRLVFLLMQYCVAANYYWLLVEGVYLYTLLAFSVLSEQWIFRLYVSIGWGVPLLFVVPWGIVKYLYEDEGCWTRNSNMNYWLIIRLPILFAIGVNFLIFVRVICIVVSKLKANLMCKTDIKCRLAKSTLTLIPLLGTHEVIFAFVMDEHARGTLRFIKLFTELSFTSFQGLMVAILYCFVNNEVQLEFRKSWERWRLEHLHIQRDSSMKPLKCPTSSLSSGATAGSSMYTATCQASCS
#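 HEK293 cells stably co-expressing a cAMP-responsive luciferase reporter and constitutively active GLP-1R were seeded, incubated 12 h, then exposed to compounds for 24 h at 37 C. Luminescence was read 12 min after detection reagent; inverse agonists lower signal.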
# aSyn yeast inh: qHTS of alpha-syn Inhibitors; Yeast expressing alpha-synuclein, growth rescue, BacTiter-Glo, 24 h; actives 0.14% (n = 370,000); Potency, µM (doses to about 46.1 µM), for the others: at the top dose growth rescue (activation), most hits filed as activators; AID 652106, 2013; also: potency is read from the fitted curve at half-maximal effect; % of control where 0% means no effect; nearly all actives have a fitted effect of over 65% in size
#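 Galactose-induced alpha-syn yeast (OD600=0.02, raffinose-pregrown) + pinned cpd, 24 hr, 30 deg C; growth by BacTiter-Glo luminescence. Growth restoration scores as activation.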
# TDP-43 yeast inh: qHTS of TDP-43 Inhibitors; AID 652104, 2013; Potency, µM (top dose mostly 46.1 µM), without a hit: at the highest dose growth rescue (activation), most hits filed as activators; TDP-43 expressing yeast growth rescue, BacTiter-Glo, 24 h; actives 1.8% (n = 410,000); also: potency is read from the fitted curve at half-maximal effect; % of control where 0% means no effect; nearly all actives have a fitted effect of over 50% in size
#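 Growth rescue of TDP-43-toxic yeast measured as ATP luminescence (BacTiter-Glo). Cells grown to mid-log in raffinose, induced in galactose at OD600=0.02, exposed to compound 24 hr at 30 deg C.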
# Akt phos inh: HTS Assay for Inhibitors of Akt Phophorylation: Primary Screen. actives 0.32% (n = 360,000). Neuro2A IGF-stimulated pAkt S473 HTRF, 20 min; active compounds read low. activity change, % for hits at 50 µM; in the data active = activity change below about -80%; inconclusive = mostly about -51% to -80%; also: % is scaled to controls: 0 for no effect and ±100 for the full control effect
#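 Neuro2A cells (4,500/well, DMEM with 0.5% FBS) were treated with compound at a single 50 µM final concentration, stimulated with 6 nM IGF for 20 min at 37 °C, and lysed. Phospho-Akt Ser473 was read by HTRF as 665/615 ratio ×10^4.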
# GLP1R cytotox: qHTS of GLP-1 Receptor Inverse Agonists: Cytotox Screen; HEK293 cAMP-luciferase reporter cells, luminescence, 24 h; Potency, µM (doses to about 38.3 µM), for inactives: at the highest dose activity change, negative = inhibition, most hits filed as inhibitors; actives 0.13% (n = 410,000); AID 624418, 2012;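 also: loss of luciferase light is scored as toxicity; potency is read from the fitted curve at half-maximal effect; % is scaled to controls: 0 for no effect and ±100 for the full control effect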
#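 1536-well qHTS counterscreen of the MLSMR; 200 cells/uL, 12 h pre-incubation, 23 nL cpd, 24 h at 37 deg C 5% CO2, luciferase detection reagent, 12 min RT, luminescence. Inhibition = undesired.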
# An asterisk follows results filed as active; i = inactive; ? = inconclusive; · = no result given; & = joins results of further samples; [ ] = another dose, or the depositor's remark. Unless noted, calls follow the shape of the dose curve; as a rule, active = well fitted curve in the direction sought with a large enough effect; inconclusive = small, poorly fitted or top-dose-only effect, or another doubt; inactive = no such curve, though single readings can be large; an effect the other way counts as inactive or inconclusive.
SMILES,Mm-Cpn inhibitor,PTHR1 ag,Abeta yeast res,FUS suppressor,GLP1R inv ag,aSyn yeast inh,TDP-43 yeast inh,Akt phos inh,GLP1R cytotox
CN(Cc1ccccc1)C(=O)c1[nH]cnc1C(=O)N[C@@H](CCCCNC(=O)OC(C)(C)C)C(=O)OC(C)(C)C,·,-22%,-7%,?,-26%,-5%,-19%,i,-11%
CN(c1ccc(OCC(=O)NCCc2ccccc2)cc1)S(=O)(=O)c1ccc(Cl)cc1,0%,-3%,4%,0%,?,4%,-1%,i,-13%
O=C(Nc1ccccc1N1CCCC1)c1cccc(-c2cc3ccccc3oc2=O)c1,-10%,i,-1%,·,?,-12%,13%,i,16%
Cc1cc(OC(=O)c2ccc(Cl)cc2Cl)nc(C)n1,-9%,i,5%,-2%,-16%,·,-4%,·,5%
Nc1ccc(-c2nc3ccc(N)cc3o2)cc1,-29%,i,-13%,-12%,?,6%,23%,i,5%
O=C(c1cc(COc2c(F)cccc2F)on1)N1CC[C@@H]2CCCC[C@H]2C1,·,-9%,-7%,?,?,5%,?,i,-25%
Cn1nnnc1SCCNCc1ccc(Cl)c(Cl)c1,·,-62%,6%,-6%,2%,·,11%,·,-6%
CCn1c(=O)n(CC(=O)N(C)Cc2ccccc2)c(=O)c2ccccc21,2%,-63%[inhibitor][57.5 µM],-17%,0%,?,-8%,28%,i,9%
CN(C)S(=O)(=O)NCC1CCCN(Cc2cc3ccccc3s2)C1 (stereo not given),·,-20%,-4%,18%,-8%,6%,0%,i,-13%
CCC(=O)NC(NC(=S)Nc1c(C)n(C)n(-c2ccccc2)c1=O)C(Cl)(Cl)Cl (stereo not given),2%,13%,-11%,·,-8%,-2%,-5%,i,-6%
CCn1c(SCC(=O)Nc2cccc(C)c2)nc2ccccc2c1=O,-1%,i,-9%,15%,2%,-5%,-3%,i,-9%
O=C(CCl)N(Cc1ccccc1)c1ccccc1,-2%,-18%,-15%,4%,?,-13%,20µM*,i,?
C=CC[C@H](CC(=O)NCCO)C(=O)N[C@H](COC(=O)[C@@H](CC=C)Cc1ccc(F)cc1)c1ccccc1,4%,-7%,-12%,-8%,-20%,15%,-1%,i,-1%
CCC1CCCCN1CCCNC(=O)CN1C(=O)CSc2ccc(S(=O)(=O)N3CCOCC3)cc21 (stereo not given),2%,i,4%&-11%,-3%&11%,-17%&5%,-2%,-9%&12%,i,-4%&-3%
Cc1cc2c(cc1NC(=O)c1ccc(C(C)(C)C)cc1)n(C)c(=O)c(=O)n2C,·,-33%[inhibitor],-21%,17%,-15%,·,0%,·,-6%
CCOc1ccccc1NC(=O)c1cccc(NC2=NC3CS(=O)(=O)CC3S2)c1 (stereo not given),0%,-9%,-29%,15%,10%,-1%,-5%,i,2%
COc1ccc2[nH]c(=O)c(CNc3ccccc3OC)cc2c1,-1%,-2%,1%,15%,-3%,0%,-17%,i,-16%
COc1ccc(C(=O)/C=C2/C(=O)Nc3ccccc32)c(OC)c1,0%,-41%[inhibitor],8%,8%,?,-1%,11µM*,i,10µM*
CCCNC(=O)C/C(C)=N/NC(=O)C(=O)Nc1ccccn1,0%,-67%[inhibitor],-9%,-10%,15%,1%,-8%,i,3%
COc1ccc(-c2n(CC(=O)OC3CC(C)CCC3C(C)C)c3ccccc3[n+]2C)cc1 (stereo not given),2%,-45%[inhibitor],-26%,?,7.1µM*,-2%,-40%[inhibitor],i,?
CCSc1nnc(NC(=O)c2csc3c2CCCC3)s1,-6%,1%[57.5 µM],12%,19%,0%,-13%,-16%,·,2%
O=C(Nc1ccccc1)c1ccccc1OCC(O)CN1C(=O)c2ccccc2S1(=O)=O (stereo not given),0%,-11%,-3%,2%,-4%,-9%,7%,i,-24%
COc1ccc(NC(=O)Cn2c(CCC(=O)O)ccc2-c2ccc(C)cc2)cc1,-2%,-22%,-7%,20%,1%,10%,21%,i,4%
CCS(=O)(=O)N1CCC(NC(=O)C2CCCCC2)CC1,1%,i,11%,-11%,10%,-1%,15%,i,12%
COc1ccccc1N1CCN(C(=O)CSc2n[nH]c(-c3ccccc3Cl)n2)CC1,·,i,9%,19%,-12%,·,25%,·,1%
Cc1ccc(-n2ncc3c(N4CCN(C)CC4)ncnc32)cc1C,·,-20%,-9%,-13%,?,·,4%,·,-8%
CO/N=C/c1ccc(N2CCCC2)c([N+](=O)[O-])c1,-2%,-41%[inhibitor],9%,-1%,3%,0%,26%,i,11%
CC1Cc2ccccc2N1C(=O)CSc1nnc(-c2ccccc2Cl)o1 (stereo not given),·,-12%,-4%,-7%,10%,·,?,·,0%
COc1ccc(C(=O)Nc2nc3ccc(OC)cc3s2)cc1,-7%,-22%,11%,9%,-26%,-15%,?,i,?
Cn1c(N2CCCCC2)cc(=O)n(C)c1=O,0%,i,5%,-20%,42%[activator],-9%,-2%,i,0%
COC(=O)c1sc2nc(CSc3ccc(Br)cc3)[nH]c(=O)c2c1C,-17%,-19%,1%,-20%,-11%,8%,12%,i,-14%
CC1=NN(c2ccccc2)C(=O)C1C(=S)SC1CC(=O)NC1=O (stereo not given),·,i,0%,1%,6%,-3%,2%,i,-20%
Cc1ccc2nc(-c3ccccc3)cc(C(=O)NNC(=O)c3csc(N4CCOCC4)n3)c2c1,-10%,i,-12%,24%,?,-1%,28%,i,?
CCN1CCc2c(OCC(=O)Nc3cccc(C)c3)cccc2C1=O,0%,-11%,-15%,13%,11%,8%,14%,i,0%
C=CCN(c1ccccc1)S(=O)(=O)c1cccc(C(=O)NCC(c2cccs2)N2CCOCC2)c1 (stereo not given),0%,-6%,12%,23%,?,0%,-1%,i,-4%
O=C(c1cccs1)N1C[C@H](n2cc(C3CC3)nn2)[C@@H](O)C[C@@H]1c1ccc(Cl)cc1,·,-21%,-3%,18%,?,?,5%,i,-17%
COc1ccc(C)cc1NC(=O)c1cnc2scc(C)n2c1=O,0%,-6%,-5%,-12%,1%,1%,7%,i,-4%
COc1ccc(N2CCN(C(=O)c3ccc4c(c3)CCN4S(=O)(=O)c3ccccc3)CC2)cc1,1%,-43%&-32%[inhibitor],-15%&-7%,?,?,8%,?,·,-15%&-6%
O=C(NCc1ccccc1)c1cccc(NC(=O)C2CCC2)c1,·,-4%,8%,-28%,6%,3%,9%,i,-6%
Cc1ccc(C(=O)N(C)CC(=O)Nc2ccc(Cl)c(C(F)(F)F)c2)cc1S(=O)(=O)N1CCCCC1,-1%,-40%[inhibitor],15%,?,?,?,5%,i,6%

# Rewritten bar-delimited: part of the list above.
SMILES | Mm-Cpn inhibitor | PTHR1 ag | Abeta yeast res | FUS suppressor | GLP1R inv ag | aSyn yeast inh | TDP-43 yeast inh | Akt phos inh | GLP1R cytotox
CCn1c(SCC(=O)Nc2cccc(C)c2)nc2ccccc2c1=O | -1% | i | -9% | 15% | 2% | -5% | -3% | i | -9%
O=C(CCl)N(Cc1ccccc1)c1ccccc1 | -2% | -18% | -15% | 4% | ? | -13% | 20µM* | i | ?

# Other entries:
SMILES,Mm-Cpn inhibitor,PTHR1 ag,Abeta yeast res,FUS suppressor,GLP1R inv ag,aSyn yeast inh,TDP-43 yeast inh,Akt phos inh,GLP1R cytotox
Cn1c(SCC2CCCO2)nnc1-c1cccc([N+](=O)[O-])c1 (stereo not given),-1%,i,-7%,-3%,22%,1%,-10%[9.22 µM],i,1%
CC(C(=O)NCc1cccs1)n1cccc1 (stereo not given),1%,i,14%,10%,5%,-7%,7%,i,-1%
CC(C)c1ccc(S(=O)(=O)c2cnc(=S)[nH]c2N)cc1,0%,-3%,-24%,15%,5%,12%,2%,i,3%
O=C(CN1C(=O)c2ccccc2C1=O)NC1(C(=O)O)CCCC1,·,-5%,-11%,21%,2%,-8%,-12%,i,2%
COc1ccccc1/C=N\NC(=O)c1ccc(COc2ccc(C)c(C)c2)o1,·,-8%,-15%,15%,3%,-3%,-9%,i,-1%
O=C(/C=C/c1ccc(N2CCCCC2)c([N+](=O)[O-])c1)c1ccc(O)cc1,-3%,-22%,-78%[inhibitor],23%,?,-56%[inhibitor],-4%,i,?
O=C(N/N=C/c1ccc(O)cc1)/C(=C/c1ccc([N+](=O)[O-])cc1)NC(=O)c1ccccc1,0%,i,19%,12%,-23%,-4%,10%,i,-7%
Cc1ccc(N2C(=O)CC(N3CCN(c4ccc(F)cc4)CC3)C2=O)c(C)c1 (stereo not given),1%,i,29%,16%,-29%,6%,·,i,-22%
O=C(CSCc1ccccc1Cl)NNC(=O)c1ccccc1,1%,-1%[57.5 µM],19%,14%,-4%,?,-6%,·,0%
Cc1nnc(SCSc2nnc(C)s2)s1,1%,i,19%,3%,5%,-13%,6%,i,-5%
Cc1c(OCC(=O)N2CCC[C@@H]2C(=O)O)ccc2c3c(c(=O)oc12)CCC3,-1%,-21%,-7%,-10%,-14%,0%,9%,i,-12%

# Bioassay records: PubChem, National Center for Advancing Translational Sciences (NCATS)

# This is a subset; rates above refer to the full screens.
